# High-throughput results as filed in PubChem.
# GPR55 LPI antagonism – GPR55 antagonists blocking LPI-driven arrestin recruitment, primary screen, imaging, U2OS, beta-arrestin-GFP, LPI agonist (AID 2013) | U2OS GPR55 beta-arrestin-GFP translocation imaging, LPI antagonism; higher % means a stronger effect | inhibition, % at 10 µM; hits with a dose series show IC50 in µM | actives 0.13% (n = 290,000);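 active means spots per cell inhibited over 60%, with over 100 cells counted and total cytoplasm intensity under 500,000; inconclusive means wells with under 100 cells, flagged as likely toxic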;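 further: U2OS cells stably carrying GPR55 and arrestin-GFP stimulated by 5 µM LPI near EC80; imaged beta-arrestin-GFP aggregate spots per cell after agonist stimulation; plate controls were LPI-stimulated DMSO wells for no effect and DMSO wells without LPI for full effect; some results filed as inactive read as strong as hits; confirmed hits need IC50 under 10 µM and bright autofluorescent wells are also inconclusive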
# KOR beta-arrestin-1 – KOR agonists, beta-arrestin recruitment, primary screen, cell-based, luminescence, uHTS (AID 1777); KOR beta-arrestin recruitment, luminescence; higher % means a stronger effect; activation, % at 10 µM, or EC50 in µM where a hit was titrated; actives 0.02% (n = 280,000); in the data active means activation above about 50%, passing the limit was not always enough; further: a part of the inactive calls stands beside numbers as strong as those of hits
# NS5 inhibitors – flavivirus cap methylation enzyme inhibition – biochemical, confirmation dose response, primary screen (AID 588689). actives 0.3% (n = 340,000). Dengue-2 NS5 methyltransferase capping enzyme assay, biochemical; higher % means a stronger effect. inhibition, % at 25 µM; hits with a dose series show IC50 in µM; in the data active means a potency from the dose series; inconclusive means inhibition above about 29% without an active follow-up result
# KOR beta-arrestin-2 – kappa opioid receptor blockers – cell-based, luminescence, uHTS (AID 1778) | KOR beta-arrestin recruitment, luminescence, antagonist mode; higher % means a stronger effect | inhibition, % at 10 µM, or IC50 in µM where a hit was titrated | actives 0.091% (n = 290,000); in the data active means inhibition above about 50%; further: strong numbers were not always called active
# NOD1 NF-kB reporter – NOD1 signaling inhibitors, primary screen, cell-based, luminescence, uHTS (AID 1578); one-dose inhibition, % at 4 µM; EC50 in µM for titrated hits; NOD1-driven NF-kB luciferase reporter cells, luminescence; higher % means a stronger effect; actives 1% (n = 290,000); in the data active means inhibition mostly above about 36%, no sharp cut-off; inactive means mostly below about 34%;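 further: HEK-293T reporter cells stimulated with the NOD1 agonist gamma-tri-DAP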
# West Nile antiviral – West Nile virus antiviral activity, cell-based, CPE readout (AID 1621). West Nile virus-infected cells, CPE inhibition; higher % means a stronger effect. one-dose CPE inhibition, % at 10 µM; IC50 in µM for titrated hits. actives 0.02% (n = 290,000); in the data active means a potency from the dose series; inconclusive means CPE inhibition mostly from about 3.7% at the one dose, without a potency; inactive means the rest, 99 in 100 with CPE inhibition below about 2.2%; further: strong numbers were not always called active
# GPR35 antagonists – inhibition of zaprinast-stimulated GPR35 beta-arrestin translocation – imaging, U2OS, beta-arrestin-GFP, zaprinast agonist, primary screen (AID 2058) | U2OS GPR35 beta-arrestin-GFP translocation imaging, zaprinast antagonism; higher % means a stronger effect | inhibition, % at 10 µM, or IC50 in µM where a hit was titrated | actives 0.052% (n = 290,000);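 active means inhibition of at least 50% with at least 30 cells and total cytoplasm GFP at most 10,000,000; inconclusive means under 30 cells or total GFP of 10,000,000 plus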
# HIV peptide binding – cell-free HIV fusion peptide-binding blockers – biochemical, uHTS, fluorescence dequenching, primary screen (AID 1986). cell-free peptide binding, fluorescence dequenching, 30 min; higher % means a stronger effect. inhibition, % at 20 µM; hits with a dose series show IC50 in µM. actives 0.3% (n = 290,000); in the data active means inhibition mostly above about 52%, no sharp cut-off; inactive means mostly below about 76%; further: some results filed as inactive read as strong as hits
# GPR55 activation – selective activators of receptor GPR55 – imaging, U2OS cells, beta-arrestin-GFP redistribution, primary screen (AID 1961); U2OS GPR55 beta-arrestin-GFP redistribution imaging; higher % means a stronger effect; activation, % at 10 µM, or EC50 in µM where a hit was titrated; actives 0.048% (n = 290,000);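 active means activation above 40% with more than 50 cells counted in the well; inconclusive means wells holding fewer than 50 cells, flagged as toxic or sparse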;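 further: U2OS osteosarcoma cells stably expressing GPR55 and beta-arrestin-GFP; plate controls were DMSO negative control for no effect and LPI positive control for full effect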
# NS5 inhibitors pilot replicate – further read-out of NS5 inhibitors, marked with its call; inhibition, %; measured here: pilot screen replicate inhibition
# * marks the source's active call; other numbers are inactive results; ? = inconclusive; . = no result given; [ ] = remark or other dose. Only part of the results is shown; count on the stated rates, not on these rows.
SMILES,GPR55 LPI antagonism,KOR beta-arrestin-1,NS5 inhibitors,KOR beta-arrestin-2,NOD1 NF-kB reporter,West Nile antiviral,GPR35 antagonists,HIV peptide binding,GPR55 activation,others
CC(=O)c1c(C)[nH]c(C(=O)COC(=O)c2ccc3c(=O)n4c(nc3c2)CCC4)c1C,2%,-3.3%,-1%,15%,7%,-0.6%,9%,0.6%,0.5%,
CCn1c(SCC#N)nc2ccccc2c1=O,2%,1.6%,-9%,12%,-10%,-0.2%,6%,-2.5%,-0.1%,
CC1=NN(C(=O)c2ccc(Cn3nc(C)c([N+](=O)[O-])c3C)o2)C(O)(C(F)(F)F)C1 (centres undefined),-2%,-1.0%,0%,-31%,-21%,-0.8%,6%,2.4%,0.6%,
O=C1C=C(Nc2cccc3cccnc23)c2ccccc2C1=O,-19%,-0.3%,50µM*,-1%,-26%,0.1%,-5%,1.9%,0.2%,
CCOCCCNC(=O)C1CCC(CNS(=O)(=O)c2cccc3nsnc23)CC1 (centres undefined),8%,3.4%,2%,3%,-9%,0.0%,7%,0.2%,0.2%,
COc1ccc(C(=O)NCCc2nnc3ccc(SCC(=O)NCc4ccccc4)nn23)cc1,2%,1.4%,2%,3%,-16%,-0.1%,-16%,1.1%,-0.2%,
NS(=O)(=O)c1ccc(NC(=S)NCc2ccccc2Cl)cc1,3%,-1.5%,-3%,22%,3%,1.6%,5%,0.2%,0.1%,
COc1cc(OC)cc(C(=O)N[C@H](C(=O)Nc2nc3ccc(S(C)(=O)=O)cc3s2)C(C)C)c1,2%,2.4%,-5%,-21%,-38%,-1.0%,-2%,4.4%,-0.4%,
CCN(CC)S(=O)(=O)c1ccc(-n2cnnn2)c(C)c1,3%,-4.7%,-1%,-12%,-8%,0.3%,13%,1.2%,0.0%,
Nc1nc(N)c2c(n1)CCCC2,4%,-0.5%,3%,0%,-12%,0.4%,-3%,-1.4%,0.0%,
CC1CCC(NC(=O)COc2ccccc2C(N)=O)CC1 (centres undefined),2%,-1.1%,-4%,-1%,-22%,-0.2%,11%,-3.0%,-0.1%,
CC(=O)c1cccc(NC(=O)C2CCCN(S(=O)(=O)c3ccccc3)C2)c1 (centres undefined),-2%,-0.5%,-6%,17%,-3%,0.8%,-17%,-2.4%,-0.1%,
CCN(CC)CCNC(=O)c1ccc(-n2c(C)cc3c2CCCC3=O)cc1,-3%,5.4%,-3%,-9%,-36%,-0.6%,-16%,-2.1%,-0.2%,
CC(=O)N1CCN(C(=O)CCc2nc3ccccc3c(=O)[nH]2)CC1,7%,3.7%,-6%,-23%,-12%,0.7%,5%,0.5%,0.3%,
OCCCNc1nc(-c2ccc(Cl)cc2)nc2ccccc12,19%,3.7%,0%,-28%[20 µM],6%,0.7%,6%,3.4%,0.5%,
Cc1sc(C(C2C(=O)CC(C)(C)CC2=O)C2C(=O)CC(C)(C)CC2=O)cc1[N+](=O)[O-],-4%,-0.5%,29µM*,12%[20 µM],8%,-0.5%,-4%,14%,0.0%,
COc1ccc(C(=O)NC2CC2)cc1OC1CCN(Cc2ccc(F)cc2F)CC1,8%,4.2%,-4%,24%,-26%,-0.8%,-11%,-1.2%,0.3%,
C=CCSc1nnc(N2C(=O)C(O)=C(C(=O)c3ccco3)C2c2ccc(F)cc2)s1 (centres undefined),1%,1.4%,-3%,-1%,-11%,0.7%,-13%,36%,-0.1%,
CC(C)n1c(O)c(/C=C2\C=Nc3ccccc32)sc1=Nc1ccccc1,4%,0.3%,-3%,9%,-4%,1.1%,10%,3.8%,0.6%,
COc1ccccc1CNC(=O)[C@@H]1CCCN1C(=O)[C@@H]1Cc2ccccc2CN1C(=O)OC(C)(C)C,2%,-0.4%,-10%,18%,-9%,-0.1%,12%,-0.3%,-0.2%,
COc1cccc(CN2CCNC(=O)C2CC(=O)NCCOc2cccnc2)c1OC (centres undefined),-12%,0.0%,.,-8%,-54%,0.1%,0%,0.1%,-0.2%,
O=C(CCC(=O)Nc1ccccc1Cl)N/N=C/c1ccccc1,5%,5.7%,4%,-17%,-37%,0.8%,-3%,1.9%,0.3%,
COc1ccc(S(=O)(=O)N2CCN3CCCC3C2)cc1 (centres undefined),-2%,2.9%,-3%,-40%[20 µM],-35%,-0.2%,-3%,-0.2%,-0.4%,NS5 inhibitors pilot replicate=3.6
O=[N+]([O-])c1ccccc1CSc1nc2ccccc2o1,7%,2.0%,0%,-21%,-84%,-0.5%,10%,-0.5%,-0.1%,
CC(C)Sc1nc(SCC(=O)O)c2c3c(sc2n1)COC(C)(C)C3,5%,-1.1%,-4%,44%,-8%,1.5%,-10%,2.6%,-0.2%,

# (list continues)
SMILES,GPR55 LPI antagonism,KOR beta-arrestin-1,NS5 inhibitors,KOR beta-arrestin-2,NOD1 NF-kB reporter,West Nile antiviral,GPR35 antagonists,HIV peptide binding,GPR55 activation,others
COCCn1c(SCC(=O)NC(C)c2ccccc2)nc2ccccc21 (centres undefined),-15%,5.6%,-12%,-34%,18%,-0.7%,0%,6.8%,-0.4%,
CNC(=O)C1=C(C)Nc2nc3ccccc3n2C1c1cccc(OC)c1 (centres undefined),3%,-3.2%,-3%,-14%,2%,0.0%,-11%,-1.7%,-0.2%,
CC(/C=C/c1ccccc1)=N/NC(=O)CNC(=O)c1ccccc1F,6%,-0.6%,-1%,-9%,-9%,1.1%,4%,1.2%,0.3%,
CC(Nc1cccc2ccccc12)C(=O)N/N=C/c1ccc([N+](=O)[O-])cc1 (centres undefined),-4%,5.9%,-3%,-35%,20%,-0.5%,-9%,-1.3%,-0.3%,
Cc1cc(/C(N)=N/OC(=O)c2ccccc2Cl)no1,-10%,7.6%,.,-20%,-14%,-0.4%,5%,1.3%,-0.2%,
COc1ccc(-c2nnc(SC(C)C(=O)Nc3nccs3)n2-c2ccccc2)cc1OC (centres undefined),0%,-2.1%,1%,16%,-7%,1.2%,0%,-0.7%,0.0%,
O=C(CSc1nnc(Cc2cc(=O)[nH]c(=O)[nH]2)n1-c1ccc(F)cc1)N1CCCCC1,1%,-4.4%,-2%,10%,3%,1.1%,12%,4.3%,-0.1%,
Cc1cc(=O)n(CC(C)O)c(O)c1C#N (centres undefined),14%,1.1%,9%,-10%,16%,0.6%,-8%,9.4%,0.2%,
Cn1nnnc1SC1CC(=O)N(c2ccccc2)C1=O (centres undefined),5%,-1.3%,-20%,-3%[20 µM],-15%,0.4%,17%,0.8%,-0.1%,
Cn1c(=O)c(C(=O)NCCO)c(O)c2ccccc21,0%,-2.1%,7%,4%,-15%,-0.2%,-21%,-0.8%,-0.1%,
CC(C)(CN1CCCC1)NS(=O)(=O)c1ccc(Cl)cc1,-4%,-1.4%,-16%,-22%,-8%,-0.5%,23%,-0.7%,-0.3%,
COc1ccc(/C=C(/C#N)C(=O)Nc2cc(C)ccc2C)cc1C(=O)O,-11%,6.7%,-7%,-48%,.,.,9%,-2.1%,-0.1%,
COCCn1c(C)cc(C2=NNC(=Nc3ccccc3)SC2)c1C,28%,1.2%,5%,1%,-63%,0.4%,16%,10%,0.3%,
c1ccc(N2CCOCC2)c(Nc2nc3ccccc3n3cnnc23)c1,-5%,2.0%,3%,-43%,43%,0.0%,-10%,-2.4%,-0.1%,
O=S(=O)(c1ccc(Nc2ccc(-c3ccc4c(c3)OCCO4)nn2)cc1)N1CCCC1,-9%,-0.3%,-2%,-40%,4%,1.5%,7%,0.9%,0.0%,
CCc1ccc(NC(=O)N(CCN2CCOCC2)C2CCN(C(C)=O)CC2)cc1,22%,-3.2%,5%,1%,-23%,0.7%,14%,10%,-0.2%,
Cn1c(=O)n(C)c2cc(S(=O)(=O)NCCc3ccccc3)ccc21,-1%,0.0%,-4%,-26%,-4%,-0.6%,0%,2.7%,0.2%,
CCN(CC)C(=O)C(=O)c1cccn1-c1ccc(C#N)cc1,6%,3.7%,.,-7%,-7%,-0.1%,-15%,0.2%,0.0%,
CC(=O)NC(CCCCNC(=S)NC1CCCCC1)C(=O)O (centres undefined),11%,.,-2%,31%[20 µM],-23%,-0.6%,-13%,-1.0%,-0.1%,
N#Cc1cnn2c(-c3ccc(Cl)cc3Cl)ccnc12,7%,-2.0%,.,-50%[20 µM],-27%,-0.8%,4%,0.2%,-0.1%,
COc1ccc(C2(C)NC(=O)N(CC(=O)NC3(C#N)CCCCC3)C2=O)cc1 (centres undefined),-4%,9.5%,-1%,-12%,-22%,-0.1%,-3%,-0.4%,0.3%,
CCc1cc(C(=O)N2CCCC(N3CCN(c4cccc(C(F)(F)F)c4)CC3)C2)n(C)n1 (centres undefined),14%,5.3%,-1%,-18%,-10%,-0.1%,-1%,0.1%,-0.1%,
COc1cccc(CNC(=O)C(C)n2ccc3cc(S(=O)(=O)N4CCCCCC4)ccc32)c1 (centres undefined),16%,-1.4%,-13%,34%,-12%,-0.1%,10%,5.3%,0.2%,
O=C(c1ccccc1)N1CCN(C(=O)c2ccc(OC(F)(F)F)cc2)CC1,12%,-1.9%,-3%,-32%,-25%,0.1%,-1%,1.9%,-0.1%,
COc1ccc(/C(O)=C2/C(=O)C(=O)N(c3ncccn3)C2c2ccc(C(C)(C)C)cc2)cc1 (centres undefined),4%,-0.2%,.,-19%,-5%,0.5%,-1%,4.1%,0.6%,

# Going on with the list.
SMILES,GPR55 LPI antagonism,KOR beta-arrestin-1,NS5 inhibitors,KOR beta-arrestin-2,NOD1 NF-kB reporter,West Nile antiviral,GPR35 antagonists,HIV peptide binding,GPR55 activation,others
CCOc1ccc(N2C(=O)/C(=C/c3cc(OC)c(OC)c(OC)c3)N(CC(=O)OC)C2=S)cc1,22%,3.7%,-11%,18%,27%,2.2%,-1%,-3.1%,0.2%,
O=C(CCN1C(=O)/C(=C/c2cccs2)SC1=S)N1CCCCC1,4%,3.4%,-17%,1%,39%,?,-6%,1.3%,-0.1%,
Cc1cc(=O)oc2c(CN3CC(C)OC(C)C3)c(O)c(Cl)cc12 (centres undefined),-11%,-4.9%,1%,-16%[20 µM],-6%,-0.2%,-10%,8.1%,-0.1%,
CC(=O)N1CCCN(Cc2nc(C3(c4ccc(C)cc4)CCCC3)no2)CC1,-8%,-1.5%,-1%,-33%,-28%,-1.8%,-10%,0.3%,0.2%,
O=[N+]([O-])c1ccc(Cl)c(/C=N/N2CCN(C3c4ccccc4-c4ccccc43)CC2)c1,8%,4.7%,5%,6%,3%,0.5%,-2%,-1.5%,1.4%,
Cc1ccc(CNC(=O)CCc2ccc(S(=O)(=O)NCC(C)C)cc2)cc1,5%,.,-5%,2%[20 µM],-15%,-1.0%,15%,0.1%,-0.1%,
Cc1ccc(NC(=O)CN2C(=O)N/C(=C/c3cc(C)n(-c4ccc(C(=O)O)cc4)c3C)C2=O)cc1,-4%,-0.4%,-1%,-22%,-22%,0.2%,-7%,46%,0.6%,
